ABCB1 block – inhibitors of human ABCB1 transporter, ABCG2 counter-screen. inhibition, % at 6.6 µM. P08183. AID 1326. CCRF-Adr cells, JC-1 efflux, flow cytometry. 190,000 tested, 0.067% active; in the data active means inhibition above about 40%;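 further: 0% = vehicle and 100% = reference inhibitor; higher value means more JC-1 retained so stronger ABCB1 efflux block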
Bim-Bcl-B – human Bim-Bcl-B interaction inhibition | bead-based flow cytometry, Bim peptide-Bcl-B binding | AID 951 | inhibition, % at 10 µM | 190,000 tested, 0.073% active;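 further: 0% = tracer peptide without compound and 100% = reference inhibitor peptide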
Target sequence (Q9HD36 whole entry, looked up): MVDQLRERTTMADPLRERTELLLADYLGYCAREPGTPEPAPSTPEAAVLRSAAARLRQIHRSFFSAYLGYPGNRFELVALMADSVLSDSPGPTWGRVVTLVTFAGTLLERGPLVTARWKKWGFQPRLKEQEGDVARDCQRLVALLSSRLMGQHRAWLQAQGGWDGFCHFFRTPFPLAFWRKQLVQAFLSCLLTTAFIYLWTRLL
RGS7-Gao reg – human RGS7-Galphao interaction regulation | P09471 | Multiplexed bead flow cytometry, RGS7-Galphao binding; actives lie on both sides | binding response (% of control), % at 10 µM | 220,000 tested, 0.35% active | AID 1439; in the data active means binding response below about 49% or above about 150%; inconclusive means no clear call, values can overlap the other calls; inactive means in between;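 further: fluorescent Galphao held in activated GDP-AlF4 state binding bead-coupled RGS7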
RGS8-Gao – modulates binding of RGS8 to human Galphao. response (percent of control binding), % at 10 µM. 220,000 tested, 0.34% active. P09471. multiplexed bead flow cytometry; actives lie on both sides; in the data active means response below about 60% or above about 140%; inactive means in between;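 further: Galphao activated as the GDP aluminium fluoride complex binding bead-coupled RGS8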
ABCG2 block – inhibitors of human ABCG2 transporter, ABCB1 counter-screen; Q9UNQ0; IgMXP3 cells, JC-1 efflux, flow cytometry; inhibition, % at 6.6 µM; 190,000 tested, 0.1% active; AID 1325;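 active means inhibition above 80%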;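 further: 0% = DMSO and 100% = nicardipine control wells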
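Incubation: cells with compound and JC-1, 10 min at 25 °C, rotating, no wash / Test system: IgMXP3 (ABCG2) plus far-red-tagged CCRF-Adr (ABCB1) cells / Compound dosing: one concentration, 6.6 µM final / Also added: JC-1 fluorescent substrate / Evaluation: efflux inhibition in percent versus controls / Detection: flow cytometry, 530 nm JC-1 signal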
Bcl-XL Bim block – human Bim-Bcl-XL interaction inhibition | Q07817 | Bim peptide-Bcl-XL binding, bead flow cytometry, fluorescence | inhibition, % at 10 µM | 190,000 tested, 0.04% active
RGS4-Gao reg – modulates binding of RGS4 to human Galphao. P09471. Multiplexed bead flow cytometry; actives lie on both sides. binding response (% of control), % at 10 µM. 220,000 tested, 0.33% active. AID 1415; in the data active means binding response below about 49% or above about 150%; inactive means in between;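 further: fluorescent Galphao activated with aluminum fluoride binding bead-coupled RGS4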
Bim-Mcl-1 – inhibitors of Bim-Mcl-1 interaction, human | 190,000 tested, 0.1% active | AID 1009 | inhibition, % at 10 µM | Q07820 | Bead-based flow cytometry, Bim peptide-Mcl-1 binding;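 further: 0% = no compound tracer wells and 100% = peptide blocker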
Target sequence (Q07820 whole entry, looked up): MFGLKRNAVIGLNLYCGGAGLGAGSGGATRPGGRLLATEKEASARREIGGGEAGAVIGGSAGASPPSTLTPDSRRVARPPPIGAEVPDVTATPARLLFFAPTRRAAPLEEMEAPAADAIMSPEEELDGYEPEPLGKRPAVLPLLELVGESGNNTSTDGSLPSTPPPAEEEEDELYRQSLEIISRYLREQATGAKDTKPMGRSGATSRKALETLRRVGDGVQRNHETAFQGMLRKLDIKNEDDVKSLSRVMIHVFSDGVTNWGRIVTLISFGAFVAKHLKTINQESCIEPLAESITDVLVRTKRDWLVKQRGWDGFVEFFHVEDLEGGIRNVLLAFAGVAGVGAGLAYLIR
Bim-Bcl-2 – inhibitors of Bim-Bcl-2 interaction, human; 190,000 tested, 0.06% active; Bead-based flow cytometry, Bim peptide-Bcl-2 binding; inhibition, % at 10 µM; P10415; in the data active means inhibition above about 40%; inconclusive means no clear call, values can overlap the other calls;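 further: 0% = no compound wells with probe peptide and 100% = reference peptide inhibitor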
Target sequence (P10415 whole entry, looked up): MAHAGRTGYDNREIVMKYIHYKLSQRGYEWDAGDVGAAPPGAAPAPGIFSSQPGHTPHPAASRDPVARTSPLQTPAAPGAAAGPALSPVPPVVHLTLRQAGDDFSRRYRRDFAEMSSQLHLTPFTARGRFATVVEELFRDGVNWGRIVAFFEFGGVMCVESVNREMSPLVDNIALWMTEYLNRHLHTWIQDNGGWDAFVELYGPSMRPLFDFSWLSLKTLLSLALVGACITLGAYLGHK
Bfl-1 Bim block – inhibitors of Bim-Bfl-1 interaction, human | Q16548 | Bead-based flow cytometry, Bim-Bfl-1 binding inhibition | inhibition, % at 10 µM | 190,000 tested, 0.12% active;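 further: 0% = wells without compound plus tracer and 100% = blocker peptide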
Bim-Bcl-W – inhibitors of Bim-Bcl-W interaction, human; Q92843; bead-based flow cytometry, Bim peptide-Bcl-W binding; inhibition, % at 10 µM; 190,000 tested, 0.02% active; AID 952;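 further: 0% = bound tracer without compound and 100% = peptide blocker; higher means less fluorescent Bim peptide bound to Bcl-W beads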
Target sequence (Q92843 whole entry, looked up): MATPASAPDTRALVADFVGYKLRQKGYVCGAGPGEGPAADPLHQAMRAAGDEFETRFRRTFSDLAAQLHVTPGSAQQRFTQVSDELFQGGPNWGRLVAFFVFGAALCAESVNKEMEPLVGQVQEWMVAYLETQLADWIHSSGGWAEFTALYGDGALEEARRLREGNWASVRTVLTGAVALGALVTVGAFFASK
* hit, by the source's call. Unless noted, no stated cut-off is given here; in the data, active means inhibition above about 40%.

For O=C(CSc1nc2ccccc2o1)Nc1cc(C(F)(F)F)ccc1N1CCOCC1 the results were ABCB1 block 1.7, Bim-Bcl-B -9.0, RGS7-Gao reg 102.8, RGS8-Gao 101.6, ABCG2 block 7.3, Bcl-XL Bim block -3.0, RGS4-Gao reg 99.2, Bim-Mcl-1 1.0, Bim-Bcl-2 -6.0, Bfl-1 Bim block -7.0 and Bim-Bcl-W 0.0.
For c1cncc(-c2nc(NCc3ccco3)c3ccccc3n2)c1 the results were ABCB1 block 0.8, Bim-Bcl-B -8.0, RGS7-Gao reg 101.4, RGS8-Gao 99.8, ABCG2 block 6.9, Bcl-XL Bim block -5.0, RGS4-Gao reg 102.5, Bim-Mcl-1 -2.0, Bim-Bcl-2 -9.0, Bfl-1 Bim block -8.0 and Bim-Bcl-W 5.0.
`Cc1ccc(NC(=O)COC(=O)C2CC2C)c(S(=O)(=O)N2CCCCC2)c1` (stereo not drawn) gave ABCB1 block 0.3, Bim-Bcl-B 0.0, RGS7-Gao reg 100.2, RGS8-Gao 94.1, ABCG2 block 0.8, Bcl-XL Bim block 1.0, RGS4-Gao reg 97.8, Bim-Mcl-1 -5.0, Bim-Bcl-2 0.0, Bfl-1 Bim block 2.0 and Bim-Bcl-W 5.0.
Screening CCNC(=O)Cn1cc(C#N)c2ccccc21 returned ABCB1 block 0.5, Bim-Bcl-B -2.0, RGS7-Gao reg 101.2, RGS8-Gao 104.9, ABCG2 block 2.6, Bcl-XL Bim block -5.0, RGS4-Gao reg 100.5, Bim-Mcl-1 1.0, Bim-Bcl-2 1.0, Bfl-1 Bim block 0.0 and Bim-Bcl-W -1.0.
Screening COc1ccc2nc(C)cc(Nc3ccc(N4CCOCC4)cc3)c2c1 returned ABCB1 block -0.1, Bim-Bcl-B 5.0, RGS7-Gao reg 93.7, RGS8-Gao 96.9, ABCG2 block 1.8, Bcl-XL Bim block 0.0, RGS4-Gao reg 90.7, Bim-Mcl-1 0.0, Bim-Bcl-2 -4.0, Bfl-1 Bim block -2.0 and Bim-Bcl-W 2.0.
CS(=O)(=O)N(CC(=O)NC1CCCCC1)Cc1ccc(Cl)cc1 was read as ABCB1 block 1.1, Bim-Bcl-B -8.0, RGS7-Gao reg 102.1, RGS8-Gao 100.9, ABCG2 block 3.2, Bcl-XL Bim block -3.0, RGS4-Gao reg 100.7, Bim-Mcl-1 0.0, Bim-Bcl-2 -11.0, Bfl-1 Bim block -12.0 and Bim-Bcl-W -3.0.
For CCOc1ccc(NC(=O)CSc2nc(C3CC3)nc3ccccc23)cc1 the results were ABCB1 block 1.8, Bim-Bcl-B 0.0, RGS7-Gao reg 89.5, RGS8-Gao 97.4, ABCG2 block 5.0, Bcl-XL Bim block 0.0, RGS4-Gao reg 94.1, Bim-Mcl-1 10.0, Bim-Bcl-2 1.0, Bfl-1 Bim block -3.0 and Bim-Bcl-W 0.0.
Cc1cccc(NC(=O)CSc2nc(N)cc(N)n2)c1 was read as ABCB1 block 0.0, Bim-Bcl-B 4.0, RGS7-Gao reg 113.2, RGS8-Gao 104.6, ABCG2 block 0.1, Bcl-XL Bim block -2.0, RGS4-Gao reg 115.0, Bim-Mcl-1 7.0, Bim-Bcl-2 5.0, Bfl-1 Bim block 2.0 and Bim-Bcl-W 6.0.
Cn1cccc1/C=N/N1CCN(c2ccccc2)CC1 was read as ABCB1 block 1.0, Bim-Bcl-B -5.0, RGS7-Gao reg 108.8, RGS8-Gao 102.1, ABCG2 block 3.4, Bcl-XL Bim block -2.0, RGS4-Gao reg 100.0, Bim-Mcl-1 0.0, Bim-Bcl-2 2.0, Bfl-1 Bim block -5.0 and Bim-Bcl-W -2.0.
For COC(=O)c1cccc(NC(=O)c2onc3c2CCCC3)c1 the results were ABCB1 block 1.6, Bim-Bcl-B -3.0, RGS7-Gao reg 100.8, RGS8-Gao 100.1, ABCG2 block 17.6, Bcl-XL Bim block -4.0, RGS4-Gao reg 100.0, Bim-Mcl-1 -2.0, Bim-Bcl-2 -5.0, Bfl-1 Bim block -15.0 and Bim-Bcl-W -3.0.
CC(C)CC1NC(=S)N(Cc2ccccc2)C1=O (stereo not drawn) was read as ABCB1 block 0.0, Bim-Bcl-B -4.0, RGS7-Gao reg 105.2, RGS8-Gao 105.1, ABCG2 block 0.1, Bcl-XL Bim block -1.0, RGS4-Gao reg 106.0, Bim-Mcl-1 -1.0, Bim-Bcl-2 0.0, Bfl-1 Bim block 0.0 and Bim-Bcl-W 0.0.
O=C(NCc1cccnc1)C(=O)NC1CCCCC1 was read as ABCB1 block 0.4, Bim-Bcl-B -5.0, RGS7-Gao reg 100.0, RGS8-Gao 102.7, ABCG2 block 0.6, Bcl-XL Bim block -1.0, RGS4-Gao reg 103.2, Bim-Mcl-1 0.0, Bim-Bcl-2 0.0, Bfl-1 Bim block -7.0 and Bim-Bcl-W -2.0.

Quoted from the listing (2 entries):
For COC(=O)c1cccc(NC(=O)c2onc3c2CCCC3)c1 the results were ABCB1 block 1.6, Bim-Bcl-B -3.0, RGS7-Gao reg 100.8, RGS8-Gao 100.1, ABCG2 block 17.6, Bcl-XL Bim block -4.0, RGS4-Gao reg 100.0, Bim-Mcl-1 -2.0, Bim-Bcl-2 -5.0, Bfl-1 Bim block -15.0 and Bim-Bcl-W -3.0.
CC(C)CC1NC(=S)N(Cc2ccccc2)C1=O (stereo not drawn) was read as ABCB1 block 0.0, Bim-Bcl-B -4.0, RGS7-Gao reg 105.2, RGS8-Gao 105.1, ABCG2 block 0.1, Bcl-XL Bim block -1.0, RGS4-Gao reg 106.0, Bim-Mcl-1 -1.0, Bim-Bcl-2 0.0, Bfl-1 Bim block 0.0 and Bim-Bcl-W 0.0.

More results follow:
COc1ccc(CNC(=O)C/C(C)=N/NC(=O)C23CC4CC(CC(C4)C2)C3)cc1 was read as ABCB1 block -0.5, Bim-Bcl-B 0.0, RGS7-Gao reg 103.8, RGS8-Gao 106.5, ABCG2 block -1.4, Bcl-XL Bim block -1.0, RGS4-Gao reg 102.9, Bim-Mcl-1 1.0, Bim-Bcl-2 0.0, Bfl-1 Bim block -9.0 and Bim-Bcl-W -1.0.
Screening CCOC(=O)c1c(NC(=O)c2ccccc2)sc2c(O)c(CN(CC)CC)ccc12 returned ABCB1 block 4.6, Bim-Bcl-B -13.0, RGS7-Gao reg 100.6, RGS8-Gao 97.5, ABCG2 block 37.3, Bcl-XL Bim block 0.0, RGS4-Gao reg 96.4, Bim-Mcl-1 0.0, Bim-Bcl-2 5.0, Bfl-1 Bim block 35.0 and Bim-Bcl-W 15.0.
For CCc1ccc(Nc2nnc(SCC(=O)Nc3sccc3C(N)=O)s2)cc1 the results were ABCB1 block -0.5, Bim-Bcl-B -8.0, RGS7-Gao reg 100.2, RGS8-Gao 101.1, ABCG2 block -9.0, Bcl-XL Bim block -7.0, RGS4-Gao reg 101.0, Bim-Mcl-1 -3.0, Bim-Bcl-2 -9.0, Bfl-1 Bim block -10.0 and Bim-Bcl-W 1.0.
O=C(Nc1ccc(N2CCN(C(=O)c3ccco3)CC2)cc1)c1ccccc1 was read as ABCB1 block 0.1, Bim-Bcl-B 0.0, RGS7-Gao reg 97.2, RGS8-Gao 102.5, ABCG2 block -0.4, Bcl-XL Bim block -2.0, RGS4-Gao reg 106.1, Bim-Mcl-1 0.0, Bim-Bcl-2 -4.0, Bfl-1 Bim block -5.0 and Bim-Bcl-W 0.0.
Cc1c(NC(=O)COC(=O)CCC(=O)c2ccc(Cl)cc2)c(=O)n(-c2ccccc2)n1C was read as ABCB1 block 0.0, Bim-Bcl-B -5.0, RGS7-Gao reg 87.9, RGS8-Gao 93.3, ABCG2 block 0.0, Bcl-XL Bim block -6.0, RGS4-Gao reg 94.4, Bim-Mcl-1 -3.0, Bim-Bcl-2 -5.0, Bfl-1 Bim block -7.0 and Bim-Bcl-W -4.0.
`O=C(CCc1ccc(S(=O)(=O)N2CCOCC2)cc1)Nc1cc(Cl)ccc1N1CCOCC1` gave ABCB1 block 0.1, Bim-Bcl-B -1.0, RGS7-Gao reg 103.1, RGS8-Gao 100.8, ABCG2 block -0.1, Bcl-XL Bim block -3.0, RGS4-Gao reg 99.0, Bim-Mcl-1 -2.0, Bim-Bcl-2 -2.0, Bfl-1 Bim block 0.0 and Bim-Bcl-W 1.0.
N#Cc1c(Nc2ccccc2)sc(C(=O)c2ccccc2)c1N was read as ABCB1 block -0.1, Bim-Bcl-B -1.0, RGS7-Gao reg 102.3, RGS8-Gao 103.7, ABCG2 block 1.4, Bcl-XL Bim block 1.0, RGS4-Gao reg 104.7, Bim-Mcl-1 0.0, Bim-Bcl-2 0.0, Bfl-1 Bim block 2.0 and Bim-Bcl-W -3.0.
Screening O=C(O)c1ccc2nc(-c3ccccc3)sc2c1 returned ABCB1 block 0.1, Bim-Bcl-B -3.0, RGS7-Gao reg 105.6, RGS8-Gao 106.1, ABCG2 block 10.0, Bcl-XL Bim block -5.0, RGS4-Gao reg 106.3, Bim-Mcl-1 -4.0, Bim-Bcl-2 0.0, Bfl-1 Bim block 2.0 and Bim-Bcl-W -1.0.
Screening Cc1nnc(-c2cnn(C)c2N)n1CCCN(C)C returned ABCB1 block 0.7, Bim-Bcl-B -3.0, RGS7-Gao reg inconclusive, RGS8-Gao 99.5, ABCG2 block 6.1, Bcl-XL Bim block -2.0, RGS4-Gao reg 100.8, Bim-Mcl-1 -1.0, Bim-Bcl-2 -2.0, Bfl-1 Bim block -4.0 and Bim-Bcl-W -3.0.
For Cc1ccc2oc(-c3ccc(NC(=O)c4ccc5c(c4)OCO5)cc3)nc2c1 the results were ABCB1 block -1.0, Bim-Bcl-B -9.0, RGS7-Gao reg 102.5, RGS8-Gao 101.5, ABCG2 block -2.7, Bcl-XL Bim block -9.0, RGS4-Gao reg 98.8, Bim-Mcl-1 -6.0, Bim-Bcl-2 -13.0, Bfl-1 Bim block -22.0 and Bim-Bcl-W -4.0.
CC(C)OC(=O)COc1ccc(-c2ccccc2)cc1 was read as ABCB1 block 0.1, Bim-Bcl-B 0.0, RGS7-Gao reg 103.9, RGS8-Gao 106.3, ABCG2 block 0.5, Bcl-XL Bim block -3.0, RGS4-Gao reg 105.9, Bim-Mcl-1 -2.0, Bim-Bcl-2 -2.0, Bfl-1 Bim block -1.0 and Bim-Bcl-W 0.0.
For Cc1ccc(CNC(=O)COC(=O)Cc2ccc(-c3ccccc3)cc2)cc1 the results were ABCB1 block 0.0, Bim-Bcl-B -3.0, RGS7-Gao reg 95.0, RGS8-Gao 93.8, ABCG2 block -1.4, Bcl-XL Bim block -3.0, RGS4-Gao reg 94.9, Bim-Mcl-1 -3.0, Bim-Bcl-2 -3.0, Bfl-1 Bim block -2.0 and Bim-Bcl-W -3.0.
`CCC(=O)Nc1ccccc1C(=O)C(=O)Nc1ccccc1` gave ABCB1 block 0.7, Bim-Bcl-B -5.0, RGS7-Gao reg 106.5, RGS8-Gao 104.0, ABCG2 block 15.9, Bcl-XL Bim block -2.0, RGS4-Gao reg 102.1, Bim-Mcl-1 -1.0, Bim-Bcl-2 -10.0, Bfl-1 Bim block -17.0 and Bim-Bcl-W -2.0.
Screening O=C(CSc1nccc(=O)[nH]1)N1CCN(c2ccccc2)CC1 returned ABCB1 block 0.3, Bim-Bcl-B -2.0, RGS7-Gao reg 99.2, RGS8-Gao 102.2, ABCG2 block 4.0, Bcl-XL Bim block -2.0, RGS4-Gao reg 99.1, Bim-Mcl-1 0.0, Bim-Bcl-2 -2.0, Bfl-1 Bim block -4.0 and Bim-Bcl-W 0.0.

This is a random part of the collection; overall some 0.94% were active at least once.
